From PubChem BioAssay
ELG1 repair inh: ELG1-dependent DNA repair inhibition; 330,000 compounds, 2.3% hits; Potency, µM (series often up to 46.1 µM), inactives show top-dose activity change, negative = inhibition, most hits filed as inhibitors; HEK293T ELG1-luciferase reporter, luminescence, 16 h; DNA damage induced by 5-fluorouridine; AID 504467; note: potency is the fitted concentration of half-maximal effect; % is set by controls: 0 for no effect and ±100 for the full control effect; nearly all actives have a fitted effect of over 55% in size
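DMSO vehicle served as the neutral condition. Each well held 2,000 cells given 5-fluorouridine plus compound; after 16 hr at 37 °C/5% CO2, ONE-Glo was added and luciferase measured 30 min later.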
a7 integrin act: activators of alpha7 integrin expression for muscular dystrophy; alpha7betagal myoblasts, beta-gal FDG fluorescence, 48 h; Potency, µM (series often up to 38.3 µM), for inactives: at the top dose activation, most hits filed as activators; 350,000 compounds, 0.064% hits; AID 624291;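 note: potency is the fitted concentration of half-maximal effect; 100% = response of the positive control SU9516; nearly all actives have a fitted effect of over 60% in size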
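Alpha7betagal+/- myoblasts (passage 13) were plated 16-24 hr, then exposed to compounds (1:260 dilution of DMSO stock) for 48 hours at 37C. After MPER lysis, β-galactosidase reporter activity was read as FDG fluorescence (ex 480/em 540) after 30 minutes.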
PTAP TSG101 blk: blocks PTAP/TSG101 interaction to inhibit HIV-1 budding; Potency, µM (doses to about 115 µM), for inactives: top-dose activity change, negative = inhibition, most hits filed as inhibitors; Fluorescence polarization, FITC-PTAP peptide / Tsg101 binding; Q99816; 340,000 tested, under 10 active; active = well fitted inhibition curve with a large enough effect in the main read-out, with a control signal flat, not every such curve was filed as active; inconclusive = small, poorly fitted or top-dose-only effect, or effect the other way, or a change in a side signal; inactive = no such curve, though single readings can be large or run the other way; note: potency is the fitted concentration of half-maximal effect; % of control where 0% means no effect
Target sequence (Q99816 whole entry, looked up): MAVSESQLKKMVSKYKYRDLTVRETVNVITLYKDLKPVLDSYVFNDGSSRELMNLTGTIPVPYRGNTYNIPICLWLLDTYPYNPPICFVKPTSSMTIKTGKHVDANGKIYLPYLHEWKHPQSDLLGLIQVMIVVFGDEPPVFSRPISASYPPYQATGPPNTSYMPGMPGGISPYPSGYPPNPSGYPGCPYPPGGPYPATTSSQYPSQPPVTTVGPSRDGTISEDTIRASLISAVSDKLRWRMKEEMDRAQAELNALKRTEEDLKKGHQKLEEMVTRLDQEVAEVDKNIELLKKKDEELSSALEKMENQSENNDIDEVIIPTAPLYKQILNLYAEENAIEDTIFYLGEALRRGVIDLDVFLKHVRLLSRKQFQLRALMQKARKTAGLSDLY
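Fluorescence anisotropy tracks displacement of a FITC-tagged PTAP peptide (50 nM) from the Tsg101 binding domain (10 uM), following a 20 min room-temperature incubation at pH 7.5.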
TRPV1 ag: activates the human vanilloid receptor TRPV1; activation, % at 8.33 µM; AID 540275; Q8NER1; TRPV1-expressing cells, Fluo-8 calcium influx, agonist mode; 320,000 compounds, 0.19% hits; in the data active = activation above about 80%; inconclusive = between about 30% and that limit; note: 0% is about no effect
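TRPV1-expressing cells were cultured overnight at 35.5C and loaded with Fluo-8 calcium dye for 40 to 90 min at room temperature. After a 10 s baseline, compound was added and calcium influx was read kinetically for 3 min (ex 480/em 520 nm).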
B2AR arrestin: recruits beta-arrestin to the human beta2-adrenergic receptor; beta-arrestin recruitment to beta2AR, cell-based reporter; Potency, µM (titrated, usually from 46.1 µM), inactives show at the highest dose activation, actives largely listed as activators; 330,000 compounds, 0.02% hits;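 note: potency is the fitted concentration of half-maximal effect; 0% = DMSO controls and full agonism = EC100 isoproterenol or metaproterenol; nearly all actives have a fitted effect of over 65% in size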
Target sequence (P07550 whole entry, looked up): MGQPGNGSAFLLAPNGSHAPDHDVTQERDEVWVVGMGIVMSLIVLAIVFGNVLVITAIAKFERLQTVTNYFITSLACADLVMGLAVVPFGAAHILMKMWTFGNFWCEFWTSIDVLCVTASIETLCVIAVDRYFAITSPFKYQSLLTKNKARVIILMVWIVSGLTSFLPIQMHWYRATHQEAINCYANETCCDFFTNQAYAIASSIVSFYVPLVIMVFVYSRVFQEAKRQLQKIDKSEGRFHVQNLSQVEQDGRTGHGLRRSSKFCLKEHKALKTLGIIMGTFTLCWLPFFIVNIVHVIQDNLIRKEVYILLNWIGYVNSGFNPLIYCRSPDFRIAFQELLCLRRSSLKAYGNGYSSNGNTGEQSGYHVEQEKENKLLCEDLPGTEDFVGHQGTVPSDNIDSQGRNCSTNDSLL
BRCA1 expr up: BRCA1 expression activation; MCF7-BRCA1-FFLuc reporter, luminescence, 48 h; response scale: scaled: vehicle 0%, 10 µM genistein 100%; Potency, µM (top dose mostly 46.1 µM), inactives show at the highest dose activation, actives largely listed as activators; 380,000 compounds, 1.1% hits; note: potency is the fitted concentration of half-maximal effect; nearly all actives have a fitted effect of over 80% in size; some results filed as inactive show a strong effect at the top dose
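Activators of BRCA1 expression were detected as increased firefly luciferase luminescence in engineered MCF7 cells after 48 h compound incubation. Signals were scaled to genistein 10 microM as full activation.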
p53 reactivation: mutant p53 re-activation in reporter cells; 320,000 compounds, 0.063% hits; H1299 p53-A138V BP100-luciferase reporter, luminescence, 24 h; Potency, µM (highest dose often 92.2 µM), for the others: top-dose activity change, positive = activation, hits mostly activators; note: potency is the fitted concentration of half-maximal effect; % of control where 0% means no effect; nearly all actives have a fitted effect of over 45% in size
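p53-null H1299 cells stably carrying temperature-sensitive p53-A138V and a BP100-luciferase reporter were pinned with compounds (4-point, 1:5 series) and held 24 hrs at 37 deg C. Luminescence was read 10 min after detection reagent.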
CXXC DNA block: MLL CXXC-DNA interaction inhibition; 290,000 compounds, 0.037% hits; Potency, µM (doses to about 115 µM), for inactives: at the highest dose activity change, negative = inhibition, usual class: inhibitors; MLL-CXXC / FITC-HOXA9 DNA fluorescence polarization; AID 2662; active = well fitted inhibition curve with a large enough effect in the polarisation, with a control signal flat, not every such curve was filed as active; inconclusive = small, poorly fitted or top-dose-only effect, or effect the other way, or a change in a side signal; inactive = no such curve, though single readings can be large or run the other way; the % refers to the polarisation; note: potency is the fitted concentration of half-maximal effect
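Fluorescence polarization: 7 uM MLL-CXXC (stock) preincubated 5 min with compounds, then 50 nM fluorescein-HOX-A9 DNA (stock) added; 30 min ambient. Buffer 50 mM Tris-HCl pH 7.5, 50 mM NaCl, 1 mM DTT, 0.05% BSA.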
A-T KAP1 phos: candidate therapy for ataxia-telangiectasia; […] A-T fibroblasts, KAP-1 phosphorylation AlphaLISA; neocarzinostatin DNA damage 30 min before lysis; Potency, µM (highest dose often 57.5 µM), inactives show at the highest dose activation, actives largely listed as activators; 320,000 compounds, 0.19% hits; note: potency is the fitted concentration of half-maximal effect; % of control where 0% means no effect; nearly all actives have a fitted effect of over 45% in size
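ATM-like activity read as KAP-1 phosphorylation via AlphaLISA donor/acceptor antibody pairs after lysis and 6 hr at 25C. Cells were ATM-null patient fibroblasts ([…], hTERT), dosed 60 min, then exposed to the DSB inducer NCS for 30 min.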
TCR act: activators of T cell receptors; primary human leukocytes, anti-CD3, IL-2 HTRF, 48 h; Potency, µM (top dose mostly 9.22 µM), for the others: at the top dose activation of IL-2 secretion, usual class: activators; AID 504894; 330,000 tested, under 10 active; note: % of control where 0% means no effect
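IL-2 release read by HTRF sandwich (Eu cryptate donor, d2 acceptor, 665 nm emission) after 48 hr exposure of primary human leukocytes to compound together with anti-CD3 beads in the absence of co-stimulatory signals.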
* = called active by the depositor; ? = inconclusive; · = not tested or not shown; [ ] = remark or other dose. Unless noted, calls come from the whole dose curve; as a rule, active = well fitted curve in the direction sought with a large enough effect; inconclusive = small, poorly fitted or top-dose-only effect, or another doubt; inactive = no such curve, though single readings can be large; an effect the other way counts as inactive or inconclusive.

SMILES	ELG1 repair inh	a7 integrin act	PTAP TSG101 blk	TRPV1 ag	B2AR arrestin	BRCA1 expr up	p53 reactivation	CXXC DNA block	A-T KAP1 phos	TCR act
Cc1ccc(NC(=O)[C@@H]2CCCN2C(=O)c2cccs2)cc1S(=O)(=O)N1CCCCC1	-1.9%	22.1%	-6.5%	2.7	0.2%	-11.4%	-7.8%	·	4.6%	-213.5%
CCCN1C2CCCC1CC(NC(=S)Nc1cccc(C)c1)C2 (centres undefined)	-5.6%	-40.1%[inhibitor]	2.0%	0.7	-0.7%	-22.2%	-1.9%	7.5%	3.0%	-3.9%
COc1cc(/C=N/Nc2ccccc2[N+](=O)[O-])ccc1OC(=O)c1ccccc1F	?	-15.0%	-0.3%	2.8	0.0%	?	10.6%	53.6%[activator]	-3.7%	-6.4%
CCCCn1c2c(c(=N)c3c1CCC3)CCC2	1.64µM*	-58.0%[inhibitor]	-2.8%	7.3	0.0%	-50.6%	4.3%	-0.3%	5.4%	6.7%
OCC(O)C(O)C(O)C(O)C1NCCS1 (centres undefined)	9.6%	10.3%	-5.6%	0.0	0.1%	20.8%	1.3%	-4.3%	·	·
O=C(O)c1ccccc1C(=O)NNC(=O)C(c1ccccc1)c1ccccc1	0.0%	-15.7%	-0.6%	12.9	-0.1%	-10.7%	-12.8%	-1.0%	3.2%	-3.0%
COc1ccc(-c2csc(-c3cccnc3)n2)cc1C	?	6.7%	-2.2%	15.4	-0.1%	12.6µM*	6.9%	-1.8%	-3.4%[11.5 µM]	-1.6%
COc1cccc(CN2CCN(C(=O)CCc3nnc(C4CCCCC4)o3)CC2=O)c1	0.7%	-3.0%	-6.4%	4.2	0.3%	0.5%	3.4%	-7.2%	-5.3%	2.4%
CCOC(=O)N1CCN(S(=O)(=O)c2ccc(C(=O)Nc3sc4c(c3C#N)CCC4)cc2)CC1	-4.4%	-13.8%	-0.9%	-2.1	0.4%	-24.4%	2.8%	-9.6%	-4.9%	-5.2%
CCc1ccc(OCC(=O)NC(=S)Nc2ccc(C(=O)O)cc2)cc1	6.5%	-1.5%	2.2%	3.3	0.1%	-4.7%	-0.1%	-12.1%	-6.5%	-1.9%
Cc1cccn2c(=O)c3cc(C(=O)NC4CCCC4)c(=N)n(CC4CCCO4)c3nc12 (centres undefined)	-19.8%	9.9%	7.2%	-0.9	-0.1%	-26.3%	6.8%	6.0%	6.1%	-10.7%
O=c1c(Oc2ccccc2F)coc2cc(OCc3cnn(-c4ccccc4)c3)ccc12	?	1.5%	-3.5%	-0.1	-0.1%	-0.6%	-1.1%	8.0%	1.7%	5.3%[46.1 µM]
COc1ccc(NC(=O)COC(=O)c2cnccn2)cc1Cl	11.9%	3.6%	-5.7%	-1.4	0.0%	-7.6%	22.3%	-2.8%	-1.7%	-8.5%
COc1ccc(C(=O)N(C)CCCC2CCCC2)cc1OC1CCN(C(C)C)CC1	-1.7%	-38.6%[inhibitor]	-8.2%	11.3	-0.6%	-19.2%	1.4%	-2.1%	4.0%	-5.8%
O=C(NC1CCCCC1)N(Cc1nc2ccccc2c(=O)[nH]1)C1CCCCC1	?	18.2%	-9.0%	?	2.2%	1.1%	?	-7.5%	3.0%	-0.2%
COc1ccc(-n2nnnc2SCC(=O)N2CCCc3ccccc32)cc1OC	-19.2%	-33.0%	-5.0%	4.2	-1.2%	-40.1%	-7.1%	-10.8%	·	-25.7%[46.1 µM]
Cc1ccc(C(=O)CSc2nc3cccnc3n2C)cc1	1.4%	20.8%	-2.3%	8.1	-0.1%	12.2%	-0.6%	8.9%	1.2%	0.0%
CCC(NC(=O)c1cc(COc2ccc(Cl)cc2OC)on1)c1ccncc1 (centres undefined)	?	-23.4%	·	4.0	0.4%	88.1%	28.0%	5.0%	1.2%	0.1%
N#CCCN(C(=O)COC(=O)c1ccc2ccccc2n1)c1ccccc1	9.8%	18.3%	-0.8%	0.1	0.0%	0.0%	-2.5%	·	6.6%	-7.0%
COc1ccc(N2CCN(C(CNC(=O)c3ccco3)c3cccnc3)CC2)cc1 (centres undefined)	?	-19.3%	-3.6%	-1.0	-1.5%	9.4%	-14.1%	0.2%	6.5%	-3.4%
COc1ccc(C(=O)OCC(=O)N(C)C2CCS(=O)(=O)C2)cc1S(=O)(=O)N(C)Cc1ccccc1 (centres undefined)	17.7%	27.2%	-4.3%	-4.0	0.5%	-4.5%	-6.0%	·	-1.6%	-2.5%
C=CCOc1cccc(C(=O)N(C)C2CCCN(Cc3ccccc3F)C2)c1 (centres undefined)	·	2.3%	-4.1%	·	·	-7.3%	·	·	·	-0.7%
Cc1ccc(SCC(=O)Nc2ccc(-c3nnc(-c4ccco4)o3)cc2)cc1	?	19.4%	-0.1%	·	0.4%	86.7%	-2.8%	0.5%	8.9%	-7.6%
CN1OC(c2ccccc2)=C(CO)C1c1ccccc1 (centres undefined)	-8.8%	-19.0%	-3.6%	-3.4	-0.3%	-34.1%	-0.8%	-0.3%	10.9%	-6.3%[46.1 µM]
Cn1cnnc1Sc1cc(N2CCN(S(=O)(=O)c3ccc(Cl)c(Cl)c3)CC2)ccc1[N+](=O)[O-]	2.7%	-16.4%	-8.8%	0.3	8.1%	-10.5%	1.0%	0.2%	-4.5%	-6.6%
CC(C)CN(C(=O)COC(=O)c1c(Cl)ccc(Cl)c1Cl)C1CCS(=O)(=O)C1 (centres undefined)	?	15.6%	-12.8%	4.5	-0.2%	0.0%	0.9%	6.2%	10.5%	4.6%
CC(C)c1ccc(NC2CCCN(C(=O)CN3CCCC3=O)C2)cc1 (centres undefined)	10.5%	5.6%	-6.8%	?	-0.5%	-3.1%	1.6%	-7.4%	-0.8%	0.6%
CNC(=O)C1CCN(S(=O)(=O)c2c(C)noc2/C=C/c2ccc(C)cc2)CC1	2.9%	-0.1%	1.2%	?	-0.4%	0.1%	·	·	-2.0%	-2.9%
CCOC(=O)c1ccc(N2CCOCC2)c(NC(=O)c2c(-c3ccccc3)noc2C)c1	-11.6%	18.6%	0.0%	17.0	-2.1%	-34.0%	-4.0%	22.0%	0.2%	4.3%
COc1cc(OC)cc(C(=O)Nc2nc(CC(=O)NC(C)c3ccccc3)cs2)c1 (centres undefined)	-25.1%	5.6%	1.0%	0.7	4.2%	-8.0%	-3.8%	·	4.4%	7.5%
CC1=C(C(=O)c2ccccc2)C(c2ccc(N3CCOCC3)cc2)NC(=O)N1 (centres undefined)	10.4%	?	-4.5%	5.8	0.0%	-3.7%	3.6%	24.8%	-15.7%	0.0%
CCn1c2ccccc2c2cc(NC(=O)c3coc(=O)c(Br)c3)ccc21	1.7%	·	·	2.5	0.4%	·	22.1%	?	13.4%	·
Cc1cc(C)c(NC(=S)N(Cc2cccnc2)Cc2ccco2)c(C)c1	?	-21.6%	-1.8%	0.3	-0.3%	-17.6%	-9.7%	10.6%	2.1%	17.8%[46.1 µM]
NC(=O)NCC(=O)N1CCC(C(O)(c2ccccc2)c2ccccc2)CC1	3.9%	-7.1%	-3.6%	-1.6	-0.2%	-1.5%	-0.9%	10.8%	8.2%	3.5%
COC(=O)c1cccc(Nc2ncnc3ccc(C)cc23)c1	?	-2.9%	-9.5%	?	0.0%	-36.0%	0.2%	0.1%	·	2.0%
Cc1cccc(OCC(=O)Nc2ccc(NC(=O)c3ccco3)c(C)c2)c1	4.0%	17.3%	-0.2%	-1.6	0.4%	-0.4%	-0.7%	2.1%	4.6%	6.2%
O=C(COC(=O)c1ccc(NS(=O)(=O)c2ccc(F)c(F)c2)cc1)NCC1CCCO1 (centres undefined)	12.4%	1.6%	0.7%	-2.8	0.2%	-3.5%	-0.8%	8.1%	-2.7%	1.9%
CCOC(=O)C1=C(C)NC(C)=C(C(=O)OCC)C1c1cn(-c2ccccc2)nc1-c1ccco1	4.4%	15.6%	-4.4%	5.2	-0.1%	-6.9%	-7.3%	23.6%	-2.2%	7.9%
C/C(=N/NC(=O)c1cnccn1)c1ccncc1	?	-8.9%	-1.4%	-0.7	-0.2%	14.5%	13.5%	1.4%	-3.2%	-6.1%
Nc1nnc(SCC(=O)Nc2ccc(F)c(Cl)c2)n1-c1ccccc1	-2.9%	-7.0%	1.7%	-7.5	-0.1%	-9.8%	-12.1%	-0.5%	-8.4%	2.5%
Cc1c(C(=O)N2CCCCCC2)nnn1-c1nonc1N	4.0%	-36.8%	-1.5%	13.1	-1.0%	-14.4%	1.1%	-1.8%	-7.2%	-5.2%
